ABHD5 PLIN5 PPI – blocks binding of human ABHD5 to perilipin-5. Split G. princeps luciferase complementation, luminescence, 4 h. 360,000 compounds, 0.78% hits. inhibition, % at 4 µM. Q00G26+Q8WTS1;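 active means inhibition above the mean inhibition across every tested compound plus 3 SD, cut at about 22% in these data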;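 further: 0% = DMSO only wells and the 100% control is not disclosed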
Target sequence (Q00G26 whole entry, looked up): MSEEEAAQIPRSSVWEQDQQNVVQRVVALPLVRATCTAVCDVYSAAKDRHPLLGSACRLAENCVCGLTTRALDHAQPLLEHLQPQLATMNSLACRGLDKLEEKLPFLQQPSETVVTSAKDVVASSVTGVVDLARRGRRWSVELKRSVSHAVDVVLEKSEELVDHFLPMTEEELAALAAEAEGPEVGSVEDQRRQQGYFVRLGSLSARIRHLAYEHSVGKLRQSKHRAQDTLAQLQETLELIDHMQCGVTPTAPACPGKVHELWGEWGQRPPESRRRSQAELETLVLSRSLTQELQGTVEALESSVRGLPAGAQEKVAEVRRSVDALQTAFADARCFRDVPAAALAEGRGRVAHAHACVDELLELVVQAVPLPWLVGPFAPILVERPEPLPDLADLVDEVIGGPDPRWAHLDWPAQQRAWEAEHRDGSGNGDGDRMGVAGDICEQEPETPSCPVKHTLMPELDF
Target sequence (Q8WTS1 whole entry, looked up): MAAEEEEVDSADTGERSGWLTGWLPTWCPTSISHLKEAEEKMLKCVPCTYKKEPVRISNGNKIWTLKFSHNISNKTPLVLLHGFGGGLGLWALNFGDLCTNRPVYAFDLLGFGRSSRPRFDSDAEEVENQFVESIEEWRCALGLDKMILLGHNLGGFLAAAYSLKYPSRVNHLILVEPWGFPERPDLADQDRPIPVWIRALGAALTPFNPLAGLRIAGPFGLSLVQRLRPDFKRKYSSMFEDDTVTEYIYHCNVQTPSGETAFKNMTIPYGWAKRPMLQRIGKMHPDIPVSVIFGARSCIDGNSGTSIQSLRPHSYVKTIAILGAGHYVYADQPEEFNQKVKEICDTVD
CaV13 ICDI inh – Disruptors of the CACNA1D IQ motif to Ca2+-dependent inactivation inhibitor domain association, primary screening, Förster resonance energy transfer in intact living …; HEK cells, CFP/YFP FRET ICDI-IQ, plate reader, 10 min; percent FRET-ratio fall versus neutral wells; inhibition, % at 12.3 µM; 340,000 compounds, 0.098% hits; AID 743397;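 active means mean replicate inhibition of at least 30% and at least 1% of replicates passing that level; inconclusive means only one of the two criteria is met; inactive means neither criterion is met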;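 further: 0% = median of the neutral control wells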
PDI turbidity – PDI (human) enzyme inhibition; P07237; PDI insulin aggregation turbidity, A650, 90 min; inhibition, % at 10 µM; 350,000 compounds, 0.052% hits; AID 588391;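 active means mean inhibition across replicates of 30% or more, whatever share of single replicates reach that level; inconclusive means mean inhibition below 30% while every single replicate reaches 30%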;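 further: absorbance from insulin aggregation driven by PDI reduction with DTT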
H9c2 protect – protects H9c2 cardiomyocytes from peroxide injury; protection from H2O2 cell death, % at 20 µM; 360,000 compounds, 0.63% hits; H2O2 injury protection, ATPLite, 2 h; AID 588492;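 active means compounds giving at least 50% protection of heart cells from peroxide-induced death in the single-dose screen, raw or plate-pattern-corrected value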;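 further: 0% = DMSO wells with peroxide and 100% = DMSO wells without peroxide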
Exocytosis inh – blocks lytic granule exocytosis; TALL-104 LAMP-1 surface exposure, flow cytometry; cells stimulated with thapsigargin and PMA; inhibition, % at 10 µM; 360,000 compounds, 0.66% hits; AID 651702;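 active means inhibition above about 55%, limit read from the data; inconclusive means no clear call, values can overlap the other calls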
ABCB6 inh MLPCN – inhibitors of human ABC transporter ABCB6 | Q9NP58 | K562-ABCB6 porphyrin accumulation, flow cytometry, 1 h; active compounds read low | fluorescence ratio to DMSO, % at 10 µM | 360,000 compounds, 0.19% hits | AID 602162;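 active means fluorescence ratio to DMSO below 75%, the collection mean minus 3 SD; inconclusive means too few cells collected in the well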;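 further: signal is porphyrin accumulated inside mitochondria; 100% equals median channel fluorescence of DMSO control wells; lower ratio means ABCB6 inhibition with less porphyrin fluorescence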
MC4R barr agon – human MC4R agonism via beta-arrestin. P32245. U2OS MC4R beta-arrestin complementation, luminescence; percent of melanotan II response, DMSO zero. activation, % at 8.9 µM. 360,000 compounds, 0.98% hits. AID 540308;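 active means activation above a per-plate cutoff, the mean activation of sample wells on that plate plus 3 SD, cut at about 8% in these data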
MC4R antag cAMP – blocks human MC4R cAMP signaling; MC4R-expressing cells, MTII-stimulated cAMP, LANCE TR-FRET; AID 540295; P32245; 360,000 compounds, 0.48% hits; inhibition, % at 6.5 µM;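 active means inhibition above its plate's cutoff, the mean of tested wells on that plate plus 3 SD, cut at about 29% in these data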;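 further: 0% = Melanotan II alone and 100% = Melanotan II plus saturating MCL0020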
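System: U2OS cells stably expressing human melanocortin 4 receptor (MC4R). Reagent: Melanotan II challenge after compound preincubation. Doses: 6.5 µM. Times: 30-min compound, 1-h challenge, 1-h detection, room temperature. Measured by: TR-FRET with Eu-cAMP and labeled anti-cAMP, 671 nm. Replicates: singlicate.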
N-glyco inh – N-linked glycosylation inhibition; reporter increase, % at 12.5 µM; 360,000 compounds, 0.23% hits; D54 ERlucT glycosylation luciferase reporter, 24 h; percent of 100 nM tunicamycin response; AID 588692;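 active means mean luciferase reporter signal, scaled so untreated is 0 and the glycosylation-blocking control 100, at or above a set limit in every replicate; inconclusive means mean reaches the limit but not every replicate does; inactive means mean below the limit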;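 further: luciferase carries N-glycosylation sites so blocking glycosylation raises the light; 0% = median of neutral control wells and 100% = median of 100 nM tunicamycin wells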
HTR2A ag – mouse HTR2A agonism via beta-arrestin recruitment; CHO-K1 mHTR2A beta-arrestin complementation, luminescence; percent of 30 µM serotonin response; 360,000 compounds, 0.66% hits; activation, % at 7.6 µM; P35363; AID 624169;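 active means activation above a run cutoff, the mean activation of all tested compounds plus 3 SD, cut at about 14% in these data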;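 further: 0% = plate median of compound wells and 100% = 30 µM serotonin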
* marks the source's active call; other numbers are inactive results; ? = inconclusive; nt = not tested or not shown.

SMILES	ABHD5 PLIN5 PPI	CaV13 ICDI inh	PDI turbidity	H9c2 protect	Exocytosis inh	ABCB6 inh MLPCN	MC4R barr agon	MC4R antag cAMP	N-glyco inh	HTR2A ag
COc1cc2sc(-c3ccc(S(C)(=O)=O)cc3)c(-c3ccc4c(c3)OCO4)c2cc1OC	-7	-3	-4	12	54	98	0.8	5	-5	1
Cc1n[nH]c2c([N+](=O)[O-])c(=O)[nH]c(=O)n12	0	-10	-22	1	-3	103	-1.9	-3	2	1
CN(NC(=O)NN(C)C(=O)c1ccccc1)C(=O)c1ccccc1	-11	-12	2	-3	18	102	-1.5	1	0	0
CS(=O)(=O)N1CCc2cc(C(=O)NC3CC3)ccc21	-5	-5	6	6	-3	99	-0.2	-2	2	-2
CCOc1ccccc1N(C(=O)c1snc(C(N)=O)c1N)C(CC)C(=O)NC1CCCC1 (centres undefined)	9	-19	-8	5	60*	97	0.3	5	0	-4
S=c1[nH]nc2sc3ccccc3n12	2	-6	-5	7	-6	98	-2.3	-17	2	0
COc1ccc(NC(=O)N2CCN(c3ccc([N+](=O)[O-])cc3)CC2)cc1OC	-7	1	-2	4	19	100	-3.9	20	3	5
CC1=CC(C2CC(=O)N(c3ccc(C)cc3)C2=O)CC2C(=O)N(c3ccc(C)cc3)C(=O)C12 (centres undefined)	5	9	-4	-8	-1	96	-2.2	5	1	3
S=c1[nH]nc(-c2cccnc2)n1Cc1ccccc1	1	nt	4	0	2	92	-2.5	5	1	0
COc1cc(/C=C2\SC(=O)NC2=O)ccc1Oc1ccc([N+](=O)[O-])cc1[N+](=O)[O-]	3	-2	0	-20	13	105	-1.2	11	0	3
CC(=O)Nc1ccccc1-c1nc2ccc(C(=O)N3CCN(c4cc(C)ccc4C)CC3)cc2[nH]c1=O	-7	-6	-2	-2	-1	95	-0.4	5	1	4
CC(C)CNC(=O)C(=O)Nc1ccc2c(c1)N(S(=O)(=O)c1cccs1)CCC2	-2	-7	12	-5	-7	97	-2.6	2	-5	1

3 entries out of the list, arranged by heavy-atom count, ascending:
SMILES	ABHD5 PLIN5 PPI	CaV13 ICDI inh	PDI turbidity	H9c2 protect	Exocytosis inh	ABCB6 inh MLPCN	MC4R barr agon	MC4R antag cAMP	N-glyco inh	HTR2A ag
CS(=O)(=O)N1CCc2cc(C(=O)NC3CC3)ccc21	-5	-5	6	6	-3	99	-0.2	-2	2	-2
CCOc1ccccc1N(C(=O)c1snc(C(N)=O)c1N)C(CC)C(=O)NC1CCCC1 (centres undefined)	9	-19	-8	5	60*	97	0.3	5	0	-4
CC1=CC(C2CC(=O)N(c3ccc(C)cc3)C2=O)CC2C(=O)N(c3ccc(C)cc3)C(=O)C12 (centres undefined)	5	9	-4	-8	-1	96	-2.2	5	1	3

The list continues.
SMILES	ABHD5 PLIN5 PPI	CaV13 ICDI inh	PDI turbidity	H9c2 protect	Exocytosis inh	ABCB6 inh MLPCN	MC4R barr agon	MC4R antag cAMP	N-glyco inh	HTR2A ag
CCc1noc(C)c1C(=O)Nc1nc2ccc(S(C)(=O)=O)cc2s1	-8	-2	-1	-7	2	97	-1.7	2	1	1
CC(=O)Nc1ccc(N/C=C/C(=O)c2ccc(C)cc2)cc1	0	-21	-5	-6	52	100	2.1	6	-1	-3
O=c1ncn(C2CCCCC2)c(=O)[nH]1	11	-1	-10	1	3	98	-0.7	-3	0	2
CC1(C)NC(=O)N(CCCC(=O)Nc2ccc(C(F)(F)F)cc2)C1=O	2	-5	-1	0	-1	105	-1.5	16	2	8
O=C(CSc1ncn[nH]1)Nc1ccccc1C(=O)O	3	-2	-14	7	0	97	-0.9	1	3	0
c1ccc(Oc2ccccc2-c2cc(NCCc3cccnc3)n3nccc3n2)cc1	5	-5	-4	11	-19	95	-0.1	3	2	5
CCOc1ccc(N(Cc2cc3ccc(C)cc3[nH]c2=O)C(=O)COC)cc1	-2	0	-14	0	0	104	-0.7	0	1	0
Cc1noc(N)c1C(=O)Nc1ccc(F)c(Cl)c1	-6	-5	-7	11	1	98	-2.3	0	2	-1
O=C(CN(C(=O)CCC(=O)Nc1nccs1)c1ccccc1F)NCc1ccccc1	-17	-4	0	1	1	87	-1.6	4	1	-3
CS(=O)(=O)N1CCCC(C(=O)Nc2ccccc2)C1 (centres undefined)	-5	-4	6	2	-7	99	2.6	20	2	6
CCCN=C1N(C)C[C@@H]2[C@@H]3C(=O)N(C)C(=O)[C@@H]3[C@](CC)(C(=O)OC)N12	-3	-5	1	12	1	101	0.7	-4	2	-3
Cc1c(C)c2ccc(OCC(=O)Nc3cccnc3)cc2oc1=O	1	-14	11	-4	-2	103	-1.9	-3	2	9
O=C(CSCc1ccccc1Cl)NN=C1CCCCCC1	-4	-5	1	10	0	102	-0.5	-3	-2	-1
O=C(Nc1ccc([N+](=O)[O-])cn1)c1cc(-c2cccc(Cl)c2)nc2ccccc12	0	-14	13	-2	-8	92	0.9	8	-10	1
O=C(COC(=O)c1cccc(Br)c1)NCC1CCCO1 (centres undefined)	-1	-5	-8	4	-6	104	1.0	15	3	-1
COc1cc(C2NC(=O)NC(C)=C2C(=O)OCc2ccc(C)cc2)cc(OC)c1O (centres undefined)	-1	-3	-4	-4	2	101	-0.4	4	0	1
CCS(=O)(=O)c1ccc2oc(SCC(=O)N3CCCCC3)nc2c1	0	-7	-2	6	-2	519	0.5	10	-1	4
Brc1ccc(-c2noc(-c3ccccn3)n2)o1	-5	-4	-14	-8	-1	103	-2.0	2	-12	3
Cc1nnc(N2CCCCC2)c2ccccc12	3	-6	-2	-4	-6	101	-1.6	-2	-2	8
CS(=O)(=O)c1sc2nc(-c3cccs3)cc(-c3ccccc3)c2c1N	-6	-6	10	16	3	125	-1.3	9	-1	0
COc1ccc(NC(=O)C[C@H]2C(=O)N(c3ccc(OC)cc3)C[C@@H]2CSC)cc1	-4	-3	7	15	-13	98	-1.1	8	1	0
O=C(CSc1nc(-c2ccco2)cc(C(F)(F)F)n1)NN1CCOCC1	5	-3	-10	-3	2	101	-0.9	-2	2	3
CCn1cc(/C=C(\NC(=O)c2ccccc2)C(=O)N2CCOCC2)c2ccccc21	-11	-13	0	0	-18	87	-1.6	-7	2	10
N=C(N)c1ccc(N=Nc2c(O)ccc3c2[nH]c2ccccc23)cc1	6	-9	-4	-8	0	99	10.0*	0	-12	-4
COc1ccccc1/C=C/C(=O)OCC(=O)N1CCCCC1	10	-6	1	3	9	96	-0.3	3	-1	7
Cc1ccc(O)c(NC(=O)CSc2n[nH]c(-c3ccccc3)n2)c1	2	nt	?	-8	-4	98	-0.7	1	9	3
CCOc1ccc(S(=O)(=O)N2CCC(C(=O)NCc3cccnc3)CC2)cc1Cl	-10	-3	3	-10	8	92	-2.1	8	1	-7
CC(C)CCNC(=O)C(c1ccncc1)N(Cc1cccs1)C(=O)Cn1nnc(-c2ccc(F)cc2)n1 (centres undefined)	8	-6	2	4	-2	100	-1.1	7	2	-1
O=[N+]([O-])c1ccc(Nc2ccccc2)c2nonc12	12	-21	-10	-17	0	99	-3.1	-7	-1	-4
CCNc1cc(Nc2c(C)n(C)n(-c3ccccc3)c2=O)c([N+](=O)[O-])c2nonc12	2	-13	-1	7	-7	91	0.4	17	1	8
Fc1ccc(Sc2cc(Cl)c(-c3ccccc3)nn2)cc1	-2	-5	-10	-6	1	94	-0.7	-1	-6	-5
CCCCOc1ccc(C(=O)NNC(=S)NC(=O)CC)cc1	-5	nt	-5	44	-1	95	-3.6	6	-2	-9
Cc1nc(N)nc(N(C)c2ccccc2)c1Br	10	-7	-4	-7	-35	521	1.4	-3	-1	2
Oc1cc(-c2ccccc2)c2ccccc2c1	-38	-4	-11	-10	0	97	3.9	10	-2	2
Cc1ccccc1OCC(=O)NCCNC(=O)c1ccncc1	5	-18	1	12	-13	95	0.3	1	2	-4
O=C(c1ccoc1)N1CCCC(CO)(CCCc2ccccc2)C1 (centres undefined)	2	nt	-3	-7	1	106	-3.8	-1	1	-5
Cc1cc(C(=O)CSc2nc3ccccc3n2C)c(C)n1C	0	-5	4	22	-2	103	-2.6	0	-1	-2
Cc1ccc(SC(=O)c2c(C)noc2-c2cc(C)on2)cc1	3	4	2	1	6	100	-2.0	14	0	6
COc1ccc(C(=O)NC2CCCCC2)cc1S(=O)(=O)N1CCCC1	8	-5	10	1	-2	96	1.9	1	1	3
N#Cc1ccc(NC(=O)COC(=O)C2=COCCO2)cc1	5	-7	0	14	16	100	0.8	8	2	7
Cn1cccc1C(=O)OCC(=O)NCc1cccs1	-7	-5	-19	-3	2	98	-0.7	-3	1	-2
Cc1nn(-c2ccccc2)nc1CNC(=O)C(C)Cc1ccccc1 (centres undefined)	-7	-10	-2	-1	36	96	-1.1	8	-1	0
O=C(NCC(c1ccco1)N1CCN(c2ccccc2F)CC1)OCc1ccccc1 (centres undefined)	2	-3	-7	2	1	92	1.8	3	-1	0
OCC1(Cc2cccc(C(F)(F)F)c2)CCN(Cc2cc3ccccc3o2)CC1	15	-1	-1	-4	8	96	9.2*	19	-2	24*

Given with two lines to a compound: entries from further up.
Value order – ABHD5 PLIN5 PPI | CaV13 ICDI inh | PDI turbidity | H9c2 protect | Exocytosis inh | ABCB6 inh MLPCN | MC4R barr agon | MC4R antag cAMP | N-glyco inh | HTR2A ag
Cc1ccccc1OCC(=O)NCCNC(=O)c1ccncc1
    5 | -18 | 1 | 12 | -13 | 95 | 0.3 | 1 | 2 | -4
COc1ccc(NC(=O)C[C@H]2C(=O)N(c3ccc(OC)cc3)C[C@@H]2CSC)cc1
    -4 | -3 | 7 | 15 | -13 | 98 | -1.1 | 8 | 1 | 0

Some of the entries above, reformatted:
Values run as follows: ABHD5 PLIN5 PPI	CaV13 ICDI inh	PDI turbidity	H9c2 protect	Exocytosis inh	ABCB6 inh MLPCN	MC4R barr agon	MC4R antag cAMP	N-glyco inh	HTR2A ag
CCCCOc1ccc(C(=O)NNC(=S)NC(=O)CC)cc1
 : -5	nt	-5	44	-1	95	-3.6	6	-2	-9
Cc1nc(N)nc(N(C)c2ccccc2)c1Br
 : 10	-7	-4	-7	-35	521	1.4	-3	-1	2

Bioassay records from PubChem BioAssay.
